HepG2 tox – counter-screen for TGF-b inhibitors: cytotoxicity in HepG2 cells; actives 0.76% (n = 410,000); HepG2 CAGA-GFP viability, ATP luminescence, 18 h; Potency, µM (titrated, usually from 46.1 µM), without a hit: at the highest dose activity change, negative = cytotoxicity, usual class: cytotoxic; further: potency means the concentration at half of the fitted maximal effect; some results filed as inactive show a strong effect at the top dose
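CellTiter-Glo luminescence gave cytotoxicity after 18 hours at 37 degrees C. The cells were HepG2 CAGA-GFP in 1% FBS DMEM, stimulated with 500 pg/mL TGF-beta after compound addition. %Activity was normalised to no-cell wells (complete cell-killing) and DMSO (no toxicity), and curves were fitted and classified.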
KB-3-1 cytotox – kills parental KB-3-1 adenocarcinoma cells. KB-3-1 viability, CellTiter-Glo ATP luminescence, 72 h. actives 1.4% (n = 400,000). Potency, µM (doses to about 46.1 µM), for the others: at the top dose activity change, negative = cytotoxic, actives largely listed as cytotoxic; further: potency means the concentration at half of the fitted maximal effect; on the % scale 0 is the no-effect control and ±100 the full control effect; nearly all actives have a fitted effect of over 60% in size
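Parental KB-3-1 viability, qHTS format: 72 h compound exposure, 37 °C; CellTiter-Glo; media-only wells and DMSO plates as controls; concentration-effect fits on corrected data.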
HT1080NT lethal – kills 2HG-producing HT-1080-NT fibrosarcoma cells | HT-1080-NT fibrosarcoma viability, CellTiter-Glo ATP luminescence, 48 h | Potency, µM (series often up to 46.1 µM), inactives show at the highest dose activity, negative = less viability, hits mostly cytotoxic | actives 1.6% (n = 360,000) | AID 686970;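 further: NT is the 2HG producing partner of a matched IDH1 knockdown line; potency means the concentration at half of the fitted maximal effect; 0% = DMSO-treated cells and -100% = media-only wells without cells; nearly all actives have a fitted effect of over 55% in size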
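Luminescent CellTiter-Glo readout after 48 hours of compound exposure at 37 degrees C defined viability of HT-1080-NT cells. Activity was normalized to DMSO wells and cell-free media wells; concentration-response curves were fitted and assigned curve classes.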
HT1080 IDH1KD tx – toxicity to HT-1080 IDH1 knockdown cells (counter line); HT-1080 IDH1 knockdown viability, ATP luminescence, 48 h; Potency, µM (titrated, usually from 46.1 µM), inactives show at the highest dose activity, negative = toxicity, most hits filed as cytotoxic; actives 2% (n = 360,000);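 further: potency means the concentration at half of the fitted maximal effect; 0% = DMSO wells and -100% = cell-free medium wells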
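After a 2 h attachment period, IDH1KD HT-1080 cells took pin-transferred compound for 48 h at 37 °C; ATP-based luminescence after 10 min room-temperature reagent incubation reported viability.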
IL1B secr inh – inflammasome signaling inhibition, IL-1 beta readout; AID 743279; activity change, % at 57.5 µM; THP-1 LPS/ATP IL-1B secretion, AlphaLISA, 16 h; hits give low values; actives 4.7% (n = 360,000); in the data active means activity change below about -50%; inconclusive means mostly about -30% to -49%; further: on the % scale 0 is the no-effect control and ±100 the full control effect
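THP-1 cells pretreated 1 hr with compounds (up to 57.5 uM final), then stimulated with LPS (250 ng/mL final) plus ATP (1.25 mM final); secreted IL-1B measured by AlphaLISA after 16 hr, decreased signal indicating inhibition.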
S2 tox – reduces viability in counter-screen for ATXN expression inhibitors; S2 cells (HEK-293 line with an ATXN2-luciferase reporter) viability, CellTiter-Fluor protease fluorescence, 24 h; Potency, µM (titrated, usually from 56.7 µM), actives largely listed as cytotoxic; actives 0.49% (n = 400,000); AID 651635; further: potency means the concentration at half of the fitted maximal effect; nearly all actives have a fitted effect of over 40% in size
ATXN2 expr inh – ATXN2 expression inhibition; HEK-293 ATXN2-luciferase reporter, luminescence, 24 h; Potency, µM (doses to about 57 µM), for inactives: at the highest dose activity change, negative = inhibition, hits mostly inhibitors; actives 0.72% (n = 360,000); AID 1745845; further: potency means the concentration at half of the fitted maximal effect; on the % scale 0 is the no-effect control and ±100 the full control effect; nearly all actives have a fitted effect of over 55% in size
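ATXN2-luciferase reporter cells (luciferase flanked by upstream and downstream ATXN2 gene portions) were treated 24 h at 37 °C with compounds at up to 57 uM. SteadyGlo luminescence gave expression; GF-AFC fluorescence gave viability.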
SW480 rereplic – induces DNA re-replication in SW480 colon adenocarcinoma cells. actives 1.8% (n = 340,000). Potency, µM (doses to about 46.1 µM), without a hit: at the top dose re-replication activation, usual class: activators. SW480 DNA re-replication, Hoechst DNA content imaging, 48 h; further: potency means the concentration at half of the fitted maximal effect; % of control where 0% means no effect; nearly all actives have a fitted effect of over 55% in size
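DNA re-replication was detected as more nuclei of elevated Hoechst intensity after 48 hr exposure to compound (23 nL pinned per well of 250 cells).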
MCF10A rerep – DNA re-replication induction in MCF 10a cells; MCF 10A DNA re-replication, Hoechst nuclear intensity, 48 h; Potency, µM (series often up to 46.1 µM), without a hit: at the top dose activity, positive = re-replication, most hits filed as activators; actives 2.9% (n = 350,000); AID 624296; further: potency means the concentration at half of the fitted maximal effect; % of control where 0% means no effect; nearly all actives have a fitted effect of over 50% in size
Numbers without * were called inactive; [ ] = dose if it differs, or a comment. Unless noted, the call rests on the fitted dose curve; in most records, active means well fitted curve in the direction sought with a large enough effect; inconclusive means small, poorly fitted or top-dose-only effect, or another doubt; inactive means no such curve, though single readings can be large; an effect the other way counts as inactive or inconclusive.

How did C[C@@H]1CN([C@@H](C)CO)C(=O)c2cc(Br)cnc2O[C@H]1CN(C)C(=O)c1cccc(F)c1 do in these assays?
HepG2 tox: 1%; KB-3-1 cytotox: 7%; HT1080NT lethal: 14%; HT1080 IDH1KD tx: 8%; IL1B secr inh: 0; S2 tox: inactive; ATXN2 expr inh: 0%

Results for COc1ccccc1NC(=O)c1cn(-c2ccccc2)nc1-c1ccccc1 ?
HepG2 tox: -29%; KB-3-1 cytotox: -15%; S2 tox: inactive; ATXN2 expr inh: -3%

Results for Cc1nc(SCC(=O)NC(=O)NC(C)C)nc(C)c1C ?
HepG2 tox: 0%; KB-3-1 cytotox: -4%; HT1080NT lethal: -10%; HT1080 IDH1KD tx: -2%; IL1B secr inh: -12; S2 tox: inactive; ATXN2 expr inh: 34%; SW480 rereplic: 4%; MCF10A rerep: -28%

Results for C=CCSc1ncccc1C(=O)NCCc1ccccc1 ?
HepG2 tox: 6%; KB-3-1 cytotox: 3%; HT1080NT lethal: -7%; HT1080 IDH1KD tx: -7%; IL1B secr inh: 21; S2 tox: inactive; ATXN2 expr inh: 4%; SW480 rereplic: -6%; MCF10A rerep: 6%

How did Cc1cccc(C2NC(=O)c3ccccc3N2)c1 (configuration not stated) do in these assays?
HepG2 tox: -1%; KB-3-1 cytotox: 13µM*; HT1080NT lethal: inconclusive; HT1080 IDH1KD tx: inconclusive; IL1B secr inh: 0; S2 tox: inactive; ATXN2 expr inh: 45%[activator]; SW480 rereplic: 16µM*; MCF10A rerep: 15µM*

How did COc1ccc(CNCc2ccc(OC)c3ccccc23)cc1 do in these assays?
HepG2 tox: -20%; KB-3-1 cytotox: 6%; HT1080NT lethal: -17%; HT1080 IDH1KD tx: -23%; IL1B secr inh: -76*; S2 tox: inactive; ATXN2 expr inh: -19%; SW480 rereplic: 6%; MCF10A rerep: 18%

Results for C[C@@H]1CN([C@H](C)CO)C(=O)c2c(c3ccccc3n2C)-c2ccccc2CO[C@H]1CN(C)C(=O)Nc1ccccc1 ?
HepG2 tox: -16%; KB-3-1 cytotox: -9%; HT1080NT lethal: -9%; HT1080 IDH1KD tx: 0%; IL1B secr inh: -24; S2 tox: inconclusive; ATXN2 expr inh: -38%

How did CCc1nnc(NC(=O)CCC(=O)N2CCN(Cc3ccc(F)cc3)CC2)s1 do in these assays?
HepG2 tox: -1%; KB-3-1 cytotox: -15%; HT1080NT lethal: 10%; HT1080 IDH1KD tx: -4%; IL1B secr inh: 22; S2 tox: inactive; ATXN2 expr inh: 1%; SW480 rereplic: inconclusive; MCF10A rerep: 11%

How did CC(C)(C)N(CC#CCC(O)(c1ccccc1)C1CCCC1)CCO (configuration not stated) do in these assays?
HepG2 tox: -15%; KB-3-1 cytotox: -11%; HT1080NT lethal: -12%; HT1080 IDH1KD tx: -4%; IL1B secr inh: inconclusive; S2 tox: inactive; ATXN2 expr inh: 12%; SW480 rereplic: 25%; MCF10A rerep: -2%

What do the screens show for `Cc1[nH]n(-c2ccc(Cl)cc2)c(=O)c1C=NC12CN3CN(CN(C3)C1)C2`?
HepG2 tox: -46%; KB-3-1 cytotox: 2%; HT1080NT lethal: 0%; HT1080 IDH1KD tx: 2%; IL1B secr inh: 16; S2 tox: inactive; ATXN2 expr inh: 3%; SW480 rereplic: 1%; MCF10A rerep: 0%

How did C=CCC[C@@H](Cc1ccc(F)cc1)C(=O)OC[C@H](C)NC(=O)[C@@H](CC=C)CC(=O)N(CCO)Cc1ccccc1 do in these assays?
HepG2 tox: -21%; KB-3-1 cytotox: 0%; HT1080NT lethal: -14%; HT1080 IDH1KD tx: -17%; IL1B secr inh: inconclusive; S2 tox: inconclusive; ATXN2 expr inh: inconclusive; SW480 rereplic: -2%; MCF10A rerep: -10%

Results for Cc1ccccc1OCC(O)CN1CCCCC1 (configuration not stated) ?
HepG2 tox: 3%; KB-3-1 cytotox: 0%; HT1080NT lethal: 1%; HT1080 IDH1KD tx: 2%; IL1B secr inh: 12; S2 tox: inactive; ATXN2 expr inh: inconclusive; SW480 rereplic: -8%; MCF10A rerep: -1%

How did O=C(NCC1CCCO1)c1ccccc1-c1nc(-c2ccc(Cl)cc2)no1 (configuration not stated) do in these assays?
HepG2 tox: -4%; KB-3-1 cytotox: inconclusive; HT1080NT lethal: -14%; HT1080 IDH1KD tx: 0%; IL1B secr inh: -27; S2 tox: inactive; ATXN2 expr inh: 1%; SW480 rereplic: -7%; MCF10A rerep: -3%

How did O=C(c1ccccc1)c1coc2ccc(O)c(Cl)c12 do in these assays?
HepG2 tox: -14%; KB-3-1 cytotox: -14%; HT1080NT lethal: -8%; HT1080 IDH1KD tx: -29%; IL1B secr inh: -12; S2 tox: inactive; ATXN2 expr inh: 50%[activator]; SW480 rereplic: 6%; MCF10A rerep: -5%

Results for C[C@@H](NC(=O)c1nc[nH]c1C(=O)OCc1ccccc1)c1ccccc1 ?
HepG2 tox: -31%; KB-3-1 cytotox: 0%; HT1080NT lethal: 0%; HT1080 IDH1KD tx: 3%; IL1B secr inh: -15; S2 tox: inactive; ATXN2 expr inh: -18%; SW480 rereplic: -11%; MCF10A rerep: 5%

What do the screens show for `COc1ccc(Oc2cc(C)c3cccc(C)c3n2)cc1`?
HepG2 tox: -12%; KB-3-1 cytotox: -13%; HT1080NT lethal: -6%; HT1080 IDH1KD tx: 2%; IL1B secr inh: -9; S2 tox: inactive; ATXN2 expr inh: -6%; SW480 rereplic: -3%; MCF10A rerep: -6%

Results for Cc1ccccc1CC1(CO)CCCN(C(=O)c2ccccc2Cl)C1 (configuration not stated) ?
HepG2 tox: -13%; KB-3-1 cytotox: -12%; HT1080NT lethal: -16%; HT1080 IDH1KD tx: -2%; IL1B secr inh: 25; S2 tox: inactive; ATXN2 expr inh: 17%; SW480 rereplic: -29%; MCF10A rerep: inconclusive

How did CCc1nn2c(=O)c(S(=O)(=O)Nc3ccc(C)cc3C)c(C)nc2s1 do in these assays?
HepG2 tox: -38%; KB-3-1 cytotox: -5%; S2 tox: inactive; ATXN2 expr inh: -6%

Results for O=C1CN(C(=O)Cn2ncc(Cl)c(Cl)c2=O)c2ccccc2N1 ?
HepG2 tox: 1%; KB-3-1 cytotox: inconclusive; HT1080NT lethal: 4.6µM*; HT1080 IDH1KD tx: 4.1µM*; IL1B secr inh: -106*; S2 tox: inconclusive; ATXN2 expr inh: inconclusive; SW480 rereplic: 14%; MCF10A rerep: 1.8µM*

What do the screens show for `Cc1cc(Br)ccc1SCC(=O)OCC(=O)NCc1ccc2c(c1)OCO2`?
HepG2 tox: 1%; KB-3-1 cytotox: 11%; HT1080NT lethal: 4%; HT1080 IDH1KD tx: 6%; IL1B secr inh: 15; S2 tox: inactive; ATXN2 expr inh: -3%; SW480 rereplic: 3%; MCF10A rerep: -8%

How did CCc1nc2c(OCc3ccc(Cl)cc3)cccn2c1N(C=O)Cc1ccccc1 do in these assays?
HepG2 tox: -4%; KB-3-1 cytotox: inconclusive; HT1080NT lethal: 23µM*; HT1080 IDH1KD tx: inconclusive; IL1B secr inh: -14; S2 tox: inconclusive; ATXN2 expr inh: inconclusive

How did COc1ccc(CN2CCN(Cc3ccco3)CC2)cc1OC do in these assays?
HepG2 tox: 2%; KB-3-1 cytotox: 1%; HT1080NT lethal: 0%; HT1080 IDH1KD tx: -2%; IL1B secr inh: 7; S2 tox: inconclusive; SW480 rereplic: -2%; MCF10A rerep: 9%

Results for CCN(CC(=O)Nc1cc(Cl)ccc1-n1cncn1)Cc1nc2ccccc2c(=O)[nH]1 ?
HepG2 tox: -13%; HT1080NT lethal: -10%; HT1080 IDH1KD tx: -1%; IL1B secr inh: 2; S2 tox: inactive; ATXN2 expr inh: -4%; SW480 rereplic: 3%; MCF10A rerep: 2%

How did COc1cc(OC)cc(C(=O)N2CCN(C(=O)COc3ccc4ccccc4c3)CC2)c1 do in these assays?
HepG2 tox: -21%; KB-3-1 cytotox: 3%; HT1080NT lethal: -26%; HT1080 IDH1KD tx: -27%; IL1B secr inh: -8; S2 tox: inactive; ATXN2 expr inh: 20%; SW480 rereplic: 0%; MCF10A rerep: -2%

How did CC(C)(C)c1ccc(C(=O)N2CCC2(C)C(=O)Nc2cccc3ncccc23)cc1 (configuration not stated) do in these assays?
HepG2 tox: -7%; KB-3-1 cytotox: -1%; HT1080NT lethal: -7%; HT1080 IDH1KD tx: -28%; IL1B secr inh: 20; S2 tox: inconclusive; ATXN2 expr inh: -12%

What do the screens show for `N#C/C(=C\c1c(F)cccc1Cl)C(=O)NC1CC1`?
HepG2 tox: -20%; KB-3-1 cytotox: 6%; HT1080NT lethal: -22%; HT1080 IDH1KD tx: -12%; IL1B secr inh: -74*; S2 tox: inactive; ATXN2 expr inh: -1%; SW480 rereplic: inconclusive; MCF10A rerep: inconclusive

Results for Cc1ccc(NC(=O)CSc2nc3ccccc3n2CC(=O)N2CCC(C)CC2)cc1C ?
HepG2 tox: -22%; KB-3-1 cytotox: -20%; S2 tox: inactive; ATXN2 expr inh: 10%

Results for C=CCNC(=O)C1CC2Cn3c(nc4cc(C)c(C)cc43)C2N1C (configuration not stated) ?
HepG2 tox: -22%; KB-3-1 cytotox: 0%; HT1080NT lethal: 12%; HT1080 IDH1KD tx: 5%; IL1B secr inh: 32; S2 tox: inactive; ATXN2 expr inh: 3%; SW480 rereplic: -4%; MCF10A rerep: -3%

Not a hit list, and some 8.9% of all compounds hit somewhere here.
